GLP1R inv ag = GLP-1 receptor (human) inverse agonism; P43220; HEK293 GLP-1R CRE-luciferase, luminescence, 24 h; GLP-1R form is constitutively active; Potency, µM (highest dose often 38.3 µM), for the others: top-dose activity change, negative = inhibition, most hits filed as inhibitors; 1.6% of 410,000 active; AID 624417; further: potency means the concentration at half of the fitted maximal effect; on the % scale 0 is the no-effect control and ±100 the full control effect; nearly all actives have a fitted effect of over 55% in size
Target sequence (P43220 whole entry, looked up): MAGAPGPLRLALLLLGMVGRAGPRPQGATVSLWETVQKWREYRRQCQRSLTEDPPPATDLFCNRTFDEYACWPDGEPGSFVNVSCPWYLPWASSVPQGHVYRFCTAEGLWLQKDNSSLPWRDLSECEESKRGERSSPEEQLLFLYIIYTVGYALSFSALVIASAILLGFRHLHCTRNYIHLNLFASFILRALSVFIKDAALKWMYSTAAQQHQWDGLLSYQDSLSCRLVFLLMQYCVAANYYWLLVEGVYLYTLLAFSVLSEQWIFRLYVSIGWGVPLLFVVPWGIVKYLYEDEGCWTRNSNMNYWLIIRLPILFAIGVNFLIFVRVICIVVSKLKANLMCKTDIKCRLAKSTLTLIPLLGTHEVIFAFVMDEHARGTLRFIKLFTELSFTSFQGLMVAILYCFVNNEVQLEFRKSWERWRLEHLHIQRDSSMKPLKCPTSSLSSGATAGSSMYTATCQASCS
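HEK293 cells stably co-expressing a cAMP-responsive luciferase reporter and constitutively active GLP-1R were seeded, incubated 12 h, then exposed to compounds for 24 h at 37 C. Luminescence was read 12 min after detection reagent; inverse agonists lower signal.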
TDP43 rescue = inhibitors of TDP-43 toxicity in yeast; TDP-43 expressing yeast growth rescue, BacTiter-Glo, 24 h; Potency, µM (doses to about 46.1 µM), for the others: at the highest dose growth rescue (activation), usual class: activators; 1.8% of 410,000 active; AID 652104; further: potency means the concentration at half of the fitted maximal effect; % of control where 0% means no effect; nearly all actives have a fitted effect of over 50% in size
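Yeast expressing TDP-43 (pregrown in raffinose, seeded at OD600=0.02 in galactose medium) exposed to compounds 24 hr at 30 deg C. Growth read by BacTiter-Glo luminescence; rescue of toxicity appears as increased signal.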
GLP1R ag = activates the human GLP-1 receptor; AID 624172; P43220; Potency, µM (titrated, usually from 45.6 µM), for the others: at the highest dose activation, actives largely listed as activators; 0.007% of 380,000 active; HEK293 GLP-1R CRE-luciferase, luminescence, 4-6 h; cells express a hypersensitive GLP-1R form; further: potency means the concentration at half of the fitted maximal effect; % of control where 0% means no effect
HEK293 tox = cytotoxicity in counter-screen for GLP-1R inverse agonists. HEK293 cAMP-luciferase reporter cells, luminescence, 24 h. Potency, µM (series often up to 38.3 µM), inactives show top-dose activity change, negative = inhibition, usual class: inhibitors. 0.13% of 410,000 active;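 further: loss of luciferase light is scored as toxicity; potency means the concentration at half of the fitted maximal effect; on the % scale 0 is the no-effect control and ±100 the full control effect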
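MLSMR compounds, 24 hr on cells at 37 deg C/5% CO2; luminescence after luciferase reagent (12 min RT). Inhibition counted as the undesired cytotoxic outcome.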
PTHR1 agonist = PTHR1 (human) receptor agonism. HEK293 GP2 PTHR1 cells, GloSensor cAMP luminescence, 1 h. Q03431. Potency, µM (doses to about 115 µM), without a hit: at the highest dose activation, usual class: activators. 0.075% of 410,000 active. AID 743266; further: potency means the concentration at half of the fitted maximal effect; nearly all actives have a fitted effect of over 55% in size; some results filed as inactive show a strong effect at the top dose; inactives centre near -15; many of its hits are not listed in these tables
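HEK-293-derived GP2 cells expressing PTHR1 and a GloSensor cAMP reporter, 3,000/well, plated overnight, given luciferin plus IBMX (each 0.5 mM as added) for 1 h at 37 °C, then compound for 1 h at 37 °C. Luminescence was read after 15 min at room temperature.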
aSyn rescue = alpha-synuclein toxicity inhibition in yeast; Yeast expressing alpha-synuclein, growth rescue, BacTiter-Glo, 24 h; Potency, µM (doses to about 46.1 µM), inactives show top-dose growth rescue (activation), most hits filed as activators; 0.14% of 370,000 active; AID 652106; further: potency means the concentration at half of the fitted maximal effect; % of control where 0% means no effect; nearly all actives have a fitted effect of over 65% in size
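Rescue of yeast growth: cells expressing toxic alpha-synuclein, induced in galactose at OD600 0.02, incubated with compound 24 h at 30 C. ATP luminescence quantified growth; inhibitors of toxicity appear as activators.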
KB-V1 MDR tox = kills drug-selected multidrug resistant KB-V1 cells; Potency, µM (top dose mostly 46.1 µM), for inactives: at the highest dose activity change, negative = cytotoxicity, usual class: cytotoxic; 3.4% of 400,000 active; KB-V1 MDR cells viability, CellTiter-Glo, 72 h; further: potency means the concentration at half of the fitted maximal effect; on the % scale 0 is the no-effect control and ±100 the full control effect; nearly all actives have a fitted effect of over 60% in size
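Luminescent ATP read-out (CellTiter-Glo, 10 min) measures survival of drug-selected KB-V1 MDR cells after 72 h, 37 degrees C compound exposure. Medium: phenol-red-free DMEM, 10% FBS. Values from fitted concentration-response curves.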
DRD3 antagonist = antagonists of human D3 dopamine receptor; max response, negative = inhibition, %; D3R cells, DiscoveRx beta-arrestin luminescence, antagonist mode; stronger effect = lower value; P35462; AID 652054; 2.5% of 360,000 active; in the data active means max response below about -50%; inconclusive means no clear call, values can overlap the other calls; further: on the % scale 0 is the no-effect control and ±100 the full control effect; mostly tested at two doses, the higher about 12 µM
Target sequence (P35462 whole entry, looked up): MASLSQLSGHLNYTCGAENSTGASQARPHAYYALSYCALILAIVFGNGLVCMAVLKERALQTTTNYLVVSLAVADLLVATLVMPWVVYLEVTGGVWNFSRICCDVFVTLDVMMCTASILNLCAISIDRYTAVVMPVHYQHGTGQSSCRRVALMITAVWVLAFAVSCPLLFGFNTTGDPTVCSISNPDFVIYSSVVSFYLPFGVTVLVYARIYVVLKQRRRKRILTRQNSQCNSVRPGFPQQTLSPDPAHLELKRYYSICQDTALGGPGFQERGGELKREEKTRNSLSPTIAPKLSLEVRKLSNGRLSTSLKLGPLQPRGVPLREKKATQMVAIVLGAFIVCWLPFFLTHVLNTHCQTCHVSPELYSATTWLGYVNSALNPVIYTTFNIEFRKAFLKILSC
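Cells plated overnight at 1500 cells/well, then exposed to library compounds with dopamine controls for 90 minutes at 37 degrees C. DiscoveRx reagent added for 30–60 minutes at room temperature; luminescence read, quantitative HTS format.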
DRD3 agonist = agonists of human D3 dopamine receptor; P35462; D3R DiscoveRx beta-arrestin cells, luminescence, 90 min; max activation, %; 0.58% of 410,000 active; in the data active means max activation above about 30%; further: 0% is about no effect; mostly tested at two doses, the higher about 12 µM
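Agonist mode: compounds and dopamine controls were applied to plated cells for 90 min at 37 degrees C after an overnight attachment at 1500 cells/well. Luminescent read-out followed 30 - 60 minutes at room temperature with DiscoveRx detection reagent.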
An asterisk follows results filed as active; i = inactive; ? = inconclusive; nt = no result given; [ ] = dose if it differs, or a comment. Unless noted, the call rests on the fitted dose curve; in most records, active means well fitted curve in the direction sought with a large enough effect; inconclusive means small, poorly fitted or top-dose-only effect, or another doubt; inactive means no such curve, though single readings can be large; an effect the other way counts as inactive or inconclusive.

SMILES	GLP1R inv ag	TDP43 rescue	GLP1R ag	HEK293 tox	PTHR1 agonist	aSyn rescue	KB-V1 MDR tox	DRD3 antagonist	DRD3 agonist
O=C(C[C@@H]1C[C@@H]2c3cc(NS(=O)(=O)c4ccc(F)cc4)ccc3O[C@@H]2[C@H](CO)O1)N1CCc2ccccc2C1	-12%	18%	1%	-2%	-5%	1%	15%	-18	-6
O=C(COC(=O)COc1ccccc1)NC1CCS(=O)(=O)C1 (stereo unspecified)	-1%	-25%	-3%	-2%	i	-5%	22%	6	-4
CCN(CC)C(=O)C(=O)c1cc(C)n(-c2ccc(F)cc2)c1C	2%	-7%	6%	8%	-4%	-3%	?	-5	0
COc1ccc(Cl)cc1C=CC=Nc1ccccc1O	?	24%	-2%	-29%	-16%	-1%	?	?	-11
COc1ccc(-c2nncnn2)cc1	18%	20%	5%	-11%	-8%[57.5 µM]	13%	7%	-52*	-2
Cc1cc(C(=O)OCC(=O)Nc2ccccc2C#N)c(C)o1	17%	?	8%	22%	-3%	-4%	-2%	?	-1
CCCCCCn1ccc(=N)cc1	?	13%	-1%	-26%	-45%[inhibitor][57.5 µM]	4%	4%	0	2
CCC[C@@H]1C[C@@]1(CCC)[C@@H](NP(=O)(c1ccccc1)c1ccccc1)c1ccc(C(=O)OC)cc1	?	-16%	5%	-29%	-62%[inhibitor]	1%	?	8	-7
O=C(c1cc([N+](=O)[O-])cc([N+](=O)[O-])c1)N1CCN(C(=O)c2ccco2)CC1	-9%	23%	1%	3%	i	2%	-9%	19	4
Cc1ccc(C2=CC(c3c(F)cccc3Cl)n3ncnc3N2)cc1C (stereo unspecified)	-12%	?	nt	161%[activator]	0%	nt	5%	nt	8
COc1cccc(CNS(=O)(=O)c2csc(C(N)=O)c2)c1	0%	14%	-1%	-5%	-11%	-8%	-4%	18	-3
CC(Oc1ccc(Cl)cc1Cl)C(=O)NCCCCc1ccccc1 (stereo unspecified)	?	9%	0%	-6%	i	?	?	3	2
N#Cc1cn(-c2ccccc2)nc1-c1cc2ccccc2oc1=O	49%[activator]	-24%	5%	-25%	-95%	-3%	-12%	?	-1
Cc1oc2c(C)c3oc(=O)c(CCC(=O)N[C@@H](CC(C)C)C(=O)O)c(C)c3cc2c1C	26%	3%	-4%	-2%	-28%	7%	-4%	12	8
O=C(/C=N/O)NCCCn1ccnc1	14%	-5%	-11%	-2%	-9%[57.5 µM]	-4%	14%	-16	-1
O=C(CSc1nnc(Cc2ccccc2)o1)c1ccc2c(c1)OCO2	?	?	9%	-2%	-4%	-5%	7%	12	7
Cc1ccc(C(C(=O)NC2CCCC2)N(C(=O)c2csnn2)c2ccccc2)o1 (stereo unspecified)	-3%	-15%	0%	16%	-7%	-2%	-26%	-6	-3
CCCC[C@@H]1Cc2[nH][nH]c(=O)c2[C@H](c2ccc(C(C)C)cc2)O1	-4%	20µM*	-2%	7%	-48%[inhibitor]	-20%	-5%	23	8
O=C(Nc1ccsc1C(=O)O)c1ccccc1	45%[activator]	-18%	-2%	16%	-7%	-12%	14%	0	-8
COc1cccc(Nc2cc(N3CCOCC3)c3nonc3c2[N+](=O)[O-])c1	24%	-12%	-3%	-6%	-5%[57.5 µM]	3%	-32%	0	10
Cc1ccc(C(c2c(O)cc(C)n(Cc3ccco3)c2=O)N2CCC(C)CC2)cc1 (stereo unspecified)	?	5%	nt	3%	i	nt	20%	nt	4
COc1ccc(NC(=O)C2CCCNC2)cc1OCC(C)C (stereo unspecified)	?	-13%	-8%	17%	i	-2%	0%	?	-1
Cc1ccc(-c2n[nH]c(=S)n2/N=C\c2ccco2)cc1	25%	?	16%	-13%	i	1%	-17%	-8	2
COc1ccc(NC(=O)CN(C)CC(=O)Nc2ccc(Cl)c(S(=O)(=O)N(C)C)c2)cc1	?	nt	3%	-13%	-12%	-3%	-3%	-22	-8
CCOc1cc(C)c(S(=O)(=O)NCCCn2ccnc2)cc1C	-7%	10%	11%	-4%	-27%	-8%	-8%	8	15
O=[N+]([O-])c1ccc(Cl)c(S(=O)(=O)Nc2cccc(S(=O)(=O)NC3=NCCC3)c2)c1	-26%	-7%	0%	7%	-6%	-3%	?	0	6
Cc1cc(C)c2c(-n3cccc3)c(C(=O)NCCc3ccc(Cl)cc3)sc2n1	-1%	0%	nt	9%	-6%	nt	nt	nt	-7
Cc1ccc(Cn2c(CCCNC(=O)C3CCCCC3)nc3ccccc32)cc1	?	?	nt	-8%	i	nt	-15%	nt	-13
O=C(CCn1c2c(c3ccccc31)CCCC2)NNC(=O)c1ccccc1C(=O)O	-16%	12%	-4%	-21%	?	13%	0%	-8	-3
COC(=O)c1ccc2nc(C3CCCCC3)c3c(c2c1)CCC3	19%	-6%	-1%	20%	1%	-3%	-2%	6	5
COC(=O)c1ccc(C(=O)N(C)C2CCCN(Cc3ccccc3F)C2)cc1 (stereo unspecified)	-13%	8%	12%	-3%	-2%	-2%	-4%	6	-2
Cn1cnc(C(=O)NC2CCN(C(=O)OC(C)(C)C)CC2)c1C(=O)NC1CCN(C(=O)OC(C)(C)C)CC1	10%	21%	-4%	-5%	-18%	4%	13%	14	1
O=c1n(Cc2ccc(Cl)cc2)c2sc3c(c2c2ncnn12)CCCC3	25%	?	18%	-10%	-9%	-1%	?	40	18
COc1cccc(Cn2cc(C(=O)c3ccc(Cl)cc3)c(=O)c3ccccc32)c1	-21%	12%	nt	3%	-10%	nt	-8%	nt	10
COc1ccc(NC(=S)N/C(=N/CS(=O)(=O)c2ccccc2)c2ccccc2)cc1	31%	-2%	-4%	-4%	-3%[57.5 µM]	-3%	3%	?	-9
NC(=O)C1CCN(Cc2nnnn2Cc2ccco2)CC1	11%	-12%	1%	24%	i	-4%	21%	9	0
Cc1ccc(S(=O)(=O)c2nc(-c3cccc(C)c3)oc2N2CCN(c3ccccc3)CC2)cc1	4%	-24%	nt	-5%	?	nt	2%	nt	-6
COC(=O)c1ccc(OC(=O)CCS(=O)(=O)c2ccc(C)cc2)cc1	-12%	22%	-10%	-7%	-33%	-8%	13%	13	-5
CCOc1ccc2ccccc2c1C1NC(=S)N(C)C(C)=C1C(=O)OC (stereo unspecified)	-4%	15%[9.22 µM]	7%	4%	i	-3%	-18%	-4	-5
O=C(CCNS(=O)(=O)c1ccc(Cl)cc1)OCC(=O)N1CCN(C(=O)c2ccco2)CC1	11%	19%	-3%	-3%	i	0%	0%	-19	1
COC(CN(C(=O)CCl)C(C(=O)NC1CCCCC1)c1ccc(C)cc1)OC (stereo unspecified)	-7%	0%	0%	-21%	-10%	6%	?	-2	2
COc1ccc2c(CC(=O)Nc3ncc(C)s3)coc2c1	3%	nt	21%	-19%	i	-8%	-16%	-21	-15
CC(=O)Nc1ccc(NC(=O)CN(c2cccc(C(C)=O)c2)S(C)(=O)=O)cc1	11%	-8%	9%	-2%	i	-1%	14%	-18	-10
COC(=O)C1SCCN1S(=O)(=O)c1ccc(Cl)cc1 (stereo unspecified)	12%	19%	2%	4%	-1%	4%	14%	-21	3
CN(C)c1ccc(/C=N/NC(=O)c2ccc(NC(=O)c3ccccc3)cc2)cc1	?	-10%	0%	?	i	0%	0%	-15	8
CC1CCN(CCCCOc2cccc(C(C)C)c2)CC1	?	-11%	5%	-7%	i	16%	-1%	-108*	-20
COc1ccc(-c2noc(CCC(=O)N3CCN(c4cccc(C)c4)CC3)n2)cc1	16%	14%	-2%	6%	-27%	2%	-6%	88	36*
Cc1cn2c(-c3cccnc3)nnc2s1	0%	7%	-11%	4%	-23%[57.5 µM]	-1%	15%	7	-5
S=C(Nc1ccc(Br)cc1Cl)N1CCCC1	12%	9%	-7%	-4%	i	-1%	nt	11	14
CCOC(=O)C1CCN(C(=O)c2ccc3c(SCC(=O)O)c4c(nc3c2)CCCC4)CC1	-6%	-23%[0.397 µM]	-2%	-1%	-6%	-9%	-5%	-20	-2
Cc1ccc(N=C2N=C(N)c3ccccc32)cc1C	-4%	-4%	8%	-24%	i	15%	?	?	5
CCC1CCCCN1CCCNC(=O)Cn1ncc2c(C)n(Cc3ccccc3Cl)c(C)c2c1=O (stereo unspecified)	?	20%	1%	-13%	-23%	-9%	51%	-29	-10
Cc1ccc(-c2noc(CN(C(=O)c3ccc4c(c3)OCO4)C(C)C)n2)cc1	?	-5%	26%	1%	i	0%	?	-4	-4
COc1ccc(C(=O)c2ccc([N+](=O)[O-])cc2Cl)cc1	?	11µM*	11%	-3%	-87%[inhibitor]	5%	-5%	-11	-5
COC(=O)c1ccc(NC(=O)COC(=O)C2CC(=O)N(Cc3ccccc3)C2)cc1 (stereo unspecified)	14%	-2%	4%	3%	-14%	-2%	7%	0	1
N#CCCN(Cc1cccnc1)C(=S)Nc1ccccc1Cl	11%	23%	8%	-2%	i	-11%	4%	0	1

Of the compounds above, two have an NH in an aromatic ring.
SMILES	GLP1R inv ag	TDP43 rescue	GLP1R ag	HEK293 tox	PTHR1 agonist	aSyn rescue	KB-V1 MDR tox	DRD3 antagonist	DRD3 agonist
CCCC[C@@H]1Cc2[nH][nH]c(=O)c2[C@H](c2ccc(C(C)C)cc2)O1	-4%	20µM*	-2%	7%	-48%[inhibitor]	-20%	-5%	23	8
Cc1ccc(-c2n[nH]c(=S)n2/N=C\c2ccco2)cc1	25%	?	16%	-13%	i	1%	-17%	-8	2

Source: PubChem BioAssay (National Center for Advancing Translational Sciences (NCATS))

Only part of the results is shown; rates above refer to the full screens.
